Source: PubChem (National Center for Advancing Translational Sciences (NCATS))
B2AR arrestin: recruits beta-arrestin to the human beta2-adrenergic receptor | beta-arrestin recruitment to beta2AR, cell-based reporter | AID 492947 | P07550 | Potency, µM (doses to about 46.1 µM), for inactives: at the top dose activation, usual class: activators | 330,000 compounds, 0.02% hits;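 further: potency means the concentration at half of the fitted maximal effect; 0% = DMSO controls and full agonism = EC100 isoproterenol or metaproterenol; nearly all actives have a fitted effect of over 65% in size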
Target sequence (P07550 whole entry, looked up): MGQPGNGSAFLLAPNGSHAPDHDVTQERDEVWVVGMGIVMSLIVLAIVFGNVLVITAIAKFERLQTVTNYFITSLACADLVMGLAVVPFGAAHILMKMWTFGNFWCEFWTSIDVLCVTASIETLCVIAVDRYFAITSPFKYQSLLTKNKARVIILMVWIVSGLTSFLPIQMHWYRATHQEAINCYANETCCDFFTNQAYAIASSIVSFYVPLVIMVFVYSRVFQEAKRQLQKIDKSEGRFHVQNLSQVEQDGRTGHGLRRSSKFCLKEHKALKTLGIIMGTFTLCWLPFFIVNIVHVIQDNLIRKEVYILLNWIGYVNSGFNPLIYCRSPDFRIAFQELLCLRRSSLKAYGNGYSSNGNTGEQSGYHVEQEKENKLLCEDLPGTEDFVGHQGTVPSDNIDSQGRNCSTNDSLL
Eya2 inh: Eya2 (human) phosphatase inhibition; 330,000 compounds, 0.006% hits; AID 488837; Potency, µM (doses to about 76.9 µM), for inactives: at the top dose activity, negative = inhibition, hits mostly inhibitors; recombinant Eya2, OMFP fluorescence dephosphorylation (OMFP is methylfluorescein phosphate); O00167; further: potency means the concentration at half of the fitted maximal effect; on the % scale 0 is the no-effect control and ±100 the full control effect
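Eya2 (0.2 uM) preincubated 10 min at ambient with compound, then OMFP substrate added at 50 uM; 10 min reaction in 50 mM HEPES pH 7.5, 50 mM NaCl, 5 uM MgCl2, 0.05% BSA, 1 mM DTT. Fluorescence read at Ex 485/Em 525 nm.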
ELG1 genotox: inducers of genotoxicity in HEK293T ELG1-luciferase cells; HEK293T ELG1-luciferase reporter, luminescence, 16 h; Potency, µM (titrated, usually from 46 µM), without a hit: top-dose activity change, positive = activation, most hits filed as activators; 330,000 compounds, 1.3% hits; further: potency means the concentration at half of the fitted maximal effect; % of control where 0% means no effect; nearly all actives have a fitted effect of over 60% in size
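Quantitative HTS format in 1536-well plates. HEK293T ELG1-luciferase reporter cells receive test compound and are incubated 16 hr at 37 °C, 5% CO2; ONE-Glo added, 30 min room temperature, then luminescence read.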
p53 reactivation: restores transcriptional activity of mutant p53; H1299 p53-A138V BP100-luciferase reporter, luminescence, 24 h; Potency, µM (top dose mostly 92.2 µM), for inactives: at the highest dose activity change, positive = activation, most hits filed as activators; 320,000 compounds, 0.063% hits; AID 504706; further: potency means the concentration at half of the fitted maximal effect; % of control where 0% means no effect; nearly all actives have a fitted effect of over 45% in size
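H1299 (p53-null), stable ts p53-A138V + BP100-Luc; 1000 cells/well, Opti-MEM/10% FBS; cpd 4 pt, 1:5; 24 h, 37 deg C, 5% CO2; detection reagent 10 min RT; luminescence.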
ASM inhibitor: blocks human secretory acid sphingomyelinase | P17405 | placental ASM, HMU-PC fluorogenic substrate, 60 min | Potency, µM (titrated, usually from 57.5 µM), without a hit: top-dose activity change, negative = inhibition, usual class: inhibitors | 340,000 compounds, 0.006% hits; further: potency means the concentration at half of the fitted maximal effect
Target sequence (P17405 47-631 limits assumed): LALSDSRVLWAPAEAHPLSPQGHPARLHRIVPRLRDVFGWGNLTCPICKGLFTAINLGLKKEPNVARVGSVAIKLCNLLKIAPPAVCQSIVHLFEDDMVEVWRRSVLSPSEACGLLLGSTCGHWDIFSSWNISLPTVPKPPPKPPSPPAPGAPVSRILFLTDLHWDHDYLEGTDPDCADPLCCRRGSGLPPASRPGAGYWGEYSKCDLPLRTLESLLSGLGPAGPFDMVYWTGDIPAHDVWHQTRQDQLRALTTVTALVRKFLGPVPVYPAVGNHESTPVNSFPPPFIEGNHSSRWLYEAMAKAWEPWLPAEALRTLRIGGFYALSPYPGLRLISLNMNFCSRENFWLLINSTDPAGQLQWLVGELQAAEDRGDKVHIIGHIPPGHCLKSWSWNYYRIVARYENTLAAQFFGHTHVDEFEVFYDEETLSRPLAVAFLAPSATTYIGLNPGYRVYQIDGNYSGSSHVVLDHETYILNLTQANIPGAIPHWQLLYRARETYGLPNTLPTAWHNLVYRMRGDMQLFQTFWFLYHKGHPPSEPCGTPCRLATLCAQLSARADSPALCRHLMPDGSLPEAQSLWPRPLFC
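Fluorescence read-out (Ex 386 nm, Em 447 nm) after stopping the reaction at pH 10. Enzyme: ASM from human placenta; substrate HMU-PC0, 9 uM final; 60 min, 37 °C. Compound preincubation 10 min, ambient temperature.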
USP2a block: inhibitors of human ubiquitin-specific protease USP2a | USP2 core, Ub-CHOP2 coupled fluorogenic reporter, 485/531 | O75604 | 330,000 compounds, 0.01% hits | AID 463254 | Potency, µM (top dose mostly 38.3 µM), inactives show at the highest dose activity change, negative = inhibition, hits mostly inhibitors;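 further: potency means the concentration at half of the fitted maximal effect; plate controls were DMSO wells for no effect and full inhibition by NEM control for full effect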
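Cell-free coupled assay: 10nM USP2 core preincubated 30min RT with compound in Tris-HCl pH 8.0/CaCl2/CHAPS buffer, then 25nM Ub-CHOP2 and 25nM reporter substrate; fluorescence (Ex 485/Em 531) read after 60min RT, normalized to NEM inhibition, concentration-response curves fitted.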
TRPV1 ag: human TRPV1 agonism. 320,000 compounds, 0.19% hits. AID 540275. activation, % at 8.33 µM. TRPV1-expressing cells, Fluo-8 calcium influx, agonist mode. Q8NER1; in the data active means activation above about 80%; inconclusive means between about 30% and that limit; further: 0% is about no effect
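TRPV1-expressing cells were cultured overnight at 35.5C and loaded with Fluo-8 calcium dye for 40 to 90 min at room temperature. After a 10 s baseline, compound was added and calcium influx was read kinetically for 3 min (ex 480/em 520 nm).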
BRCA1 expr up: increases BRCA1 expression; 380,000 compounds, 1.1% hits; MCF7-BRCA1-FFLuc reporter, luminescence, 48 h; response scale: scaled: vehicle 0%, 10 µM genistein 100%; AID 624202; Potency, µM (titrated, usually from 46.1 µM), for inactives: at the top dose activation, most hits filed as activators; further: potency means the concentration at half of the fitted maximal effect; nearly all actives have a fitted effect of over 80% in size; some results filed as inactive show a strong effect at the top dose
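MCF7 cells carrying a BRCA1-firefly luciferase reporter (2000 cells/well, phenol-red free MEM) were attached for 2 h at 37 °C, then given compounds for 48 h. Luminescence was read 15 min after luciferase reagent; activity normalized to genistein (10 microM) and DMSO.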
PTAP TSG101 blk: blocks PTAP/TSG101 interaction to inhibit HIV-1 budding; Q99816; Fluorescence polarization, FITC-PTAP peptide / Tsg101 binding; Potency, µM (doses to about 115 µM), inactives show top-dose activity change, negative = inhibition, most hits filed as inhibitors; 340,000 tested, under 10 active; AID 493005; active means well fitted inhibition curve with a large enough effect in the main read-out, with a control signal flat, not every such curve was filed as active; inconclusive means small, poorly fitted or top-dose-only effect, or effect the other way, or a change in a side signal; inactive means no such curve, though single readings can be large or run the other way; further: potency means the concentration at half of the fitted maximal effect; % of control where 0% means no effect
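Compounds were pin-transferred onto Tsg101 binding domain (10 uM final) in HEPES pH 7.5 buffer, then FITC-PTAP peptide was added at 50 nM final. After 20 min at RT, polarization reported peptide displacement across a qHTS concentration series.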
uPA surface inh: cell surface uPA generation inhibition | cell surface uPA generation assay, qHTS | Potency, µM (top dose mostly 38.3 µM), inactives show top-dose activity change, negative = inhibition, most hits filed as inhibitors | 330,000 compounds, 0.31% hits | AID 540303; active means well fitted inhibition curve with a large enough effect; inconclusive means small, poorly fitted or top-dose-only effect; inactive means no such curve, though single readings can be large or run the other way; tested in mouse RAW 264.7 cells; further: potency means the concentration at half of the fitted maximal effect; on the % scale 0 is the no-effect control and ±100 the full control effect; nearly all actives have a fitted effect of over 55% in size
a7 integrin act: activates integrin-mediated alleviation for muscular dystrophy; alpha7betagal myoblasts, beta-gal FDG fluorescence, 48 h; Potency, µM (doses to about 38.3 µM), without a hit: at the top dose activation, usual class: activators; 350,000 compounds, 0.064% hits;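 further: potency means the concentration at half of the fitted maximal effect; 100% = response of the positive control SU9516; nearly all actives have a fitted effect of over 60% in size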
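alpha7betagal+/- myoblasts (passage 13, 250/well) treated 48 h at 37C with compounds at 1:260 dilution of DMSO stock. Lysed, then beta-galactosidase activity read as FDG fluorescence (ex 480/em 540) after 30 min, with pre-read for autofluorescence.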
Starred values were filed as active, the others as inactive; ? = inconclusive; . = not tested or not shown; [ ] = remark or other dose. Unless noted, the call rests on the fitted dose curve; in most records, active means well fitted curve in the direction sought with a large enough effect; inconclusive means small, poorly fitted or top-dose-only effect, or another doubt; inactive means no such curve, though single readings can be large; an effect the other way counts as inactive or inconclusive.

SMILES	B2AR arrestin	Eya2 inh	ELG1 genotox	p53 reactivation	ASM inhibitor	USP2a block	TRPV1 ag	BRCA1 expr up	PTAP TSG101 blk	uPA surface inh	a7 integrin act
Cc1ccccc1N1CC(C(=O)Nc2ccncc2)CC1=O (stereo unspecified)	3.9%	-8%	-10%	2%	8%	0%	2	2%	-8%	2%	15%
O=C1CN=C(Nc2ccccc2Cl)N1c1ccccc1	-0.1%	-4%	-3%	-3%	0%	0%	6	17%	1%	3%	16%
CCc1nnc(N/N=C\c2ccc(OC(C)=O)c(OC)c2)n1N	-0.8%	-19%	0%	-10%	7%	-1%	0	-64%	-4%	?	-20%
C=CCOc1ccccc1CN(C(=O)CCl)c1ccc2c(c1)OCO2	0.3%	12%	0%	-15%	4%	1%	0	-62%	-1%	-1%	-72%[inhibitor]
O=C(CSC(=S)N1CCCC1)N1CCN(S(=O)(=O)c2cccc([N+](=O)[O-])c2)CC1	-0.5%	4%	-5%	-12%	-1%	1%	4	-21%	-2%	8%	7%
COCCn1c(C)cc(/C=C(\C#N)C(=O)OCC(=O)Nc2ccc(S(N)(=O)=O)cc2)c1C	0.0%	9%	8%	5%	69%	3%	3	-9%	0%	2%	-7%
COc1ccc2[nH]c3c(c2c1)CCN1C(=O)N([C@@H](C)C(=O)NC2CCN(Cc4ccccc4)CC2)C(=O)[C@]31C	-0.6%	1%	-5%	3%	6%	3%	0	0%	-2%	-16%	-15%
COc1ccc(C(C(=O)NC(C)(C)C)N(CCC(C)C)C(=O)CCC(=O)Nc2cc(C)on2)cc1 (stereo unspecified)	-0.3%	-19%	0%	1%	-19%	5%	18	-8%	0%	3%	-9%
CC1CCN(CC(=O)Nc2ccc(S(=O)(=O)N3CCCCC3)cc2)CC1	-1.4%	1%	-2%	?	-2%	0%	4	-13%	-9%	-19%	-22%
CC(=O)c1c(C)[nH]c(C(=O)OCC(=O)Nc2cc(S(=O)(=O)N3CCCC3)ccc2Cl)c1C	3.0%	2%	-2%	-6%	-8%	1%	-1	-51%	-1%	-8%	-22%
COc1ccc(-c2c(C)n([O-])c3c([n+]2=O)CCCC3)c(OC)c1	0.0%	-7%	-3%	-3%	-5%	-2%	0	0%	2%	0%	-16%
CCOC(=O)c1c(NC(=O)C2C3C=CC(CC3)C2C(=O)O)sc(C)c1C (stereo unspecified)	5.3%	2%	-2%	4%	2%	0%	-4	-19%	-7%	2%	17%
Cc1sc(NC(=O)Cn2cnnn2)nc1-c1ccc(Cl)cc1	-0.3%	-3%	2%	-3%	-4%	12%	22	0%	-4%	-9%	21%
COc1cccc(-c2cccc(NC(=O)C3CCN(C4CCC4)CC3)c2)c1	-0.5%	5%	-4%	-5%	2%	0%	-1	-5%	.	3%	-20%
CCOC(=O)N1CCN(C(=O)c2cn(CC)c3ccc(S(=O)(=O)N4CCOCC4)cc3c2=O)CC1	0.2%	0%	0%	6%	-3%	5%	1	16%	-9%	-12%	5%
COc1nc(OC)nc(N(C)CCO)n1	-0.8%	-37%	0%	-9%	5%	0%	0	-21%	-4%	2%	1%
CN(C)CC1CCCCC1OC(=O)c1ccc(S(=O)(=O)N(C)c2ccccc2)cc1 (stereo unspecified)	-0.2%	4%	-1%	5%	-2%	0%	-2	-9%	-7%	-5%	4%
Cc1nc2ccc(NC(=O)C3CCN(S(=O)(=O)c4cccs4)CC3)cc2s1	0.0%	-14%	-2%	-13%	-3%	1%	-1	-5%	-10%	-9%	-28%
CCOc1ccc2c(c1)C(N(CCN1CCOCC1)C(=O)Nc1ccccc1)CC(C)(C)O2 (stereo unspecified)	0.8%	-4%	-3%	7%	2%	2%	14	-10%	1%	12%	-11%
O=C(COc1ccc(Cl)cc1Cl)Nc1ccccn1	-0.2%	2%	-11%	-7%	1%	-1%	-2	?	-4%	.	0%
Cc1ccccc1C(=O)NNC(=O)CN1C(=O)c2ccccc2C1=O	-0.1%	-4%	2%	16%	3%	3%	7	11%	-3%	2%	0%
CC(C)(C)c1ccc(C(=O)OCC(=O)Nc2sc3c(c2C#N)CCC3)cc1	-0.9%	-2%	7%	-5%	7%	4%	-4	-10%	-3%	1%	5µM*
COCCNC(=O)CN(Cc1ccccc1)C(=O)CCC(=O)Nc1nccs1	0.1%	4%	-6%	4%	0%	0%	4	-9%	0%	1%	-10%
NC(=O)c1sc2nc3c(c(-c4cccnc4)c2c1N)CCC3	-1.0%	4%	-10%	-16%	-6%	0%	-1	23%	-7%	20%	14%
Cc1cc(C)c(S(=O)(=O)c2ccccc2Cl)c(=O)[nH]1	-1.0%	1%	1%	-5%	-1%	3%	-3	5%	-3%	12%	0%
CCOc1ccc(C(=O)NCC(=O)NC(C)c2ccc(-n3ccnc3)cc2)cc1OCC (stereo unspecified)	-0.3%	-5%	-5%	-9%	2%	1%	-1	-37%	-3%	7%	-11%
C=CCn1c(C)cc(C(=O)CN2C(=O)NC3(CCCc4ccccc43)C2=O)c1C (stereo unspecified)	-1.1%	11%	3%	9%	0%	-1%	-6	58%	2%	-1%	-6%
COc1ccc(CCNC(=O)c2cnc(Cl)c(Cl)c2)cc1	0.4%	5%	1%	3%	42%	0%	25	-20%	-1%	-2%	-22%
CCN(CC)S(=O)(=O)c1ccc(N/N=C/c2cc(OC)c(OC)cc2OC)nc1	-3.5%	4%	.	1%	447%[activator]	7%	0	-14%	-4%	14%	-17%
CCOC(=O)c1c(NC(=O)CN2CCN(C(=O)C3CCCO3)CC2)sc(C)c1C (stereo unspecified)	0.3%	7%	-7%	.	-2%	-5%	6	-23%	.	1%	6%

Reprinted from the results shown (2 entries):
SMILES	B2AR arrestin	Eya2 inh	ELG1 genotox	p53 reactivation	ASM inhibitor	USP2a block	TRPV1 ag	BRCA1 expr up	PTAP TSG101 blk	uPA surface inh	a7 integrin act
CCN(CC)S(=O)(=O)c1ccc(N/N=C/c2cc(OC)c(OC)cc2OC)nc1	-3.5%	4%	.	1%	447%[activator]	7%	0	-14%	-4%	14%	-17%
CCOC(=O)c1c(NC(=O)CN2CCN(C(=O)C3CCCO3)CC2)sc(C)c1C (stereo unspecified)	0.3%	7%	-7%	.	-2%	-5%	6	-23%	.	1%	6%

(further entries)
SMILES	B2AR arrestin	Eya2 inh	ELG1 genotox	p53 reactivation	ASM inhibitor	USP2a block	TRPV1 ag	BRCA1 expr up	PTAP TSG101 blk	uPA surface inh	a7 integrin act
Cc1nc2c(C(=O)NCc3ccco3)cnn2c(C)c1Cc1ccc(F)cc1Cl	3.5%	1%	-13%	-13%	-24%	2%	0	-55%	-12%	.	6%
C[C@H](NC(=O)c1[nH]cnc1C(=O)Nc1ccccc1)C(=O)OC(C)(C)C	0.0%	-19%	-7%	6%	-9%	0%	23	-35%	-7%	-6%	13%
CCc1noc(C)c1C(=O)OCC(=O)c1ccc(NC(C)=O)cc1F	-0.4%	5%	2%	-17%	-3%	0%	.	-36%	1%	1%	-21%
Cc1cc2nc(SCCOC(=O)Nc3ccc(Cl)cc3)nc(C)c2cc1C	-0.4%	1%	-4%	-1%	-11%	12%	-5	-11%	-3%	3%	20%
O=C(CCNC(=O)N1CC(=O)Nc2ccccc21)Nc1ccc(Br)cc1F	-0.3%	3%	0%	4%	-1%	1%	-1	-1%	-2%	5%	7%
Cc1nc(N2CCOCC2)nc(N2CCCC2)c1[N+](=O)[O-]	0.3%	2%	0%	1%	-5%	0%	10	-21%	-3%	-4%	21%

3 entries already listed, sorted by SMILES length, low to high:
SMILES	B2AR arrestin	Eya2 inh	ELG1 genotox	p53 reactivation	ASM inhibitor	USP2a block	TRPV1 ag	BRCA1 expr up	PTAP TSG101 blk	uPA surface inh	a7 integrin act
O=C(COc1ccc(Cl)cc1Cl)Nc1ccccn1	-0.2%	2%	-11%	-7%	1%	-1%	-2	?	-4%	.	0%
C[C@H](NC(=O)c1[nH]cnc1C(=O)Nc1ccccc1)C(=O)OC(C)(C)C	0.0%	-19%	-7%	6%	-9%	0%	23	-35%	-7%	-6%	13%
CCOc1ccc2c(c1)C(N(CCN1CCOCC1)C(=O)Nc1ccccc1)CC(C)(C)O2 (stereo unspecified)	0.8%	-4%	-3%	7%	2%	2%	14	-10%	1%	12%	-11%
